Statin myotox sup – suppressors of statin myotoxicity in C2C12 myotubes, primary screen, cell-based, single point, plate reader; C2C12 myotubes + simvastatin, ATP luminescence, 48 h; scaled: DMSO 0, geranylgeraniol control 100; rescue of ATP level, % at 7.49 µM; 330,000 tested, 0.78% active; AID 602340, 2012;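 active = mean ATP rescue above about 67%, or every replicate alone reaching that limit, limit read from the data, passing the limit was not always enough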;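 also: myotubes were challenged with 10 µM simvastatin during compound exposure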
PglD DTNB – C. jejuni PglD acetyltransferase inhibitors, primary screen, biochemical, DTNB colorimetric, single point; UDP-N-acetylbacillosamine N-acetyltransferase PglD (Campylobacter jejuni); purified PglD enzyme, DTNB colorimetric CoA detection; inhibition, % at 12.5 µM; 360,000 tested, 0.098% active; in the data active = inhibition above about 16%, passing the limit was not always enough; also: strong numbers were not always called active
An asterisk follows results filed as active.

The opening two entries, ahead of the listing:
Every second line gives: PglD DTNB, Statin myotox sup
COC(=O)C(O)(c1ccc(NC(=S)NC(=O)c2ccccc2)cc1)C(F)(F)F (configuration not stated)
  5.5, 6.6
CCN(CC)CCN=Cc1c(O)n(C2CCCCCC2)c(=O)[nH]c1=O
  -4.0, 0.3

The listing, repeating the preview:
Every second line gives: PglD DTNB, Statin myotox sup
COC(=O)C(O)(c1ccc(NC(=S)NC(=O)c2ccccc2)cc1)C(F)(F)F (configuration not stated)
  5.5, 6.6
CCN(CC)CCN=Cc1c(O)n(C2CCCCCC2)c(=O)[nH]c1=O
  -4.0, 0.3
Cc1nc2c(c(C)nn2-c2ccccc2)c(C)c1CCC(=O)N1CCC2(CC1)OCCO2
  -0.8, 1.1
CCOC(=O)CC1=C(C(=O)OCC)C2(C(=O)N1CC(=O)OC)C(C#N)=C(N)Oc1ccccc12 (configuration not stated)
  -1.3, 3.9
CC1(C)CC[C@]2(C)CC[C@]3(C)C4C[C@@H]5OO[C@@]6(O5)C(CCCC6(C)C)[C@]4(C)CC[C@@]3(C)C2C1 (some centres not stated)
  3.3, -9.2
Cc1c(C(=O)N2CCC3(CC2)OCCO3)sc2ncnc(N3CCN(c4ccccn4)CC3)c12
  2.5, 9.1
CCC(=O)c1c(O)n(C2CCCCCC2)c(=O)[nH]c1=O
  4.4, 34.5
CCc1nnc(NC(=O)CCc2nc(C3=CCN(C)CC3)no2)s1
  -1.4, 1.1
O=[P+](Cc1ccccc1)Cc1ccccc1
  -3.3, -1.3
CC1(C)CC(=O)C(C2(O)C(=O)NC(=O)NC2=O)=C(O)C1
  2.2, 11.8
CC(C)Sc1nnc([C@@H](N)Cc2c[nH]c3ccccc23)o1
  1.8, 1.3
CCCCCCOc1ccc(CN2CCN(CC)CC2)cc1
  -6.8, -5.6
Cc1cc(N2CCOCC2)nc2ccc(NC(=O)CCC(=O)N3CCC4(CC3)OCCO4)cc12
  -19.7, 4.1
CCOC(=O)N(CC)c1ccc(C(O)(C(=O)OC)C(F)(F)F)cc1 (configuration not stated)
  -0.1, 2.9
C[C@H]1[C@H](OC(=O)CCC(=O)NCc2ccc(C(=O)O)cc2)O[C@@H]2O[C@@]3(C)CC[C@H]4[C@H](C)CC[C@@H]1C24OO3
  2.8, -7.6

More structures:
Every second line gives: PglD DTNB, Statin myotox sup
Cc1cccc(C)c1NC1=NCCCCS1
  -0.4, 3.8
CNCCc1c[nH]c2ccccc12
  2.6, 1.6
FC(F)(F)c1ccc2c(c1)nnn2C1CCN(Cc2nnnn2Cc2ccccc2)CC1
  3.8, 9.5
COC(=O)C1=C(c2ccc(Cl)c(C(F)(F)F)c2)C[C@@H]2CC[C@H]1N2C(=O)NCCOc1ccc(OC)cc1
  3.7, -14.2
CCCCC1(CCCC)C(=O)NC(=Nc2cccc(C)c2)NC1=O
  2.6, -3.3
CCOC(=O)C(O)(c1ccc(N(CC)S(=O)(=O)c2ccccc2)cc1)C(F)(F)F (configuration not stated)
  -2.6, -14.4
O=C(Oc1c(Cl)cc(Cl)c2ccccc12)N1CCCCC1
  -0.9, -26.3
O=c1[nH]c(=S)n(Cc2ccc(F)cc2)c(O)c1C=NCc1cccnc1
  -3.1, 3.9
O=C(COc1ccc(Cl)cc1)NC1CN2CCC1CC2 (configuration not stated)
  -11.7, 25.8
COc1ccccc1CC1C(=O)C2CCN1CC2 (configuration not stated)
  -0.2, -0.9
CC(=O)OC1(c2ccccc2)CCN(C)C(C)C1C (configuration not stated)
  4.6, 2.7
O=c1[nH]c(=O)n(-c2ccc(F)cc2)c(O)c1C=Nc1ccccc1N1CCCC1
  2.0, 10.3
O=c1[nH]c(=S)n(CCC2=CCCCC2)c(O)c1C=NC1CCN(Cc2ccccc2)CC1
  0.1, -12.5
COc1nc(NC(C)C)nc(NC(C)C)n1
  -1.5, -2.5
O=C1NC(=O)C(=Cc2ccc(-c3ccc(Cl)cc3)o2)C(=O)N1
  -2.4, 4.2

Continued.
Every second line gives: PglD DTNB, Statin myotox sup
O=c1c2ccccc2nc(-c2cccs2)n1-c1cnccn1
  -0.4, 0.0
CCC(=NC1CC1)c1c(O)n(C2CCCCC2)c(=O)[nH]c1=O
  2.0, 29.8
O=c1c2ccccc2nc(CSc2ncnc3nc[nH]c23)n1-c1ccccc1Cl
  4.7, -14.6
O=C1/C(=C/c2ccccc2)C[C@@]2(O)[C@H]3Cc4ccc(O)c5c4[C@@]2(CCN3CC2CC2)C1O5 (some centres not stated)
  0.5, 22.6
CC1=NN(c2ccccc2)C(=O)C1/C=C1\C(=O)NC(=O)N(c2ccc(C)c(C)c2)C1=O (configuration not stated)
  -3.0, 10.2
CC1CN(c2ccc([N+](=O)[O-])c3cccnc23)CC(C)N1 (configuration not stated)
  0.5, 29.6
O=C(c1ccncc1)C12CN3CN(CN(C3)C1)C2
  2.4, 0.0
COc1cccc(CN2CCN(C(=O)COc3ccc4ccccc4c3)CC2)c1
  9.2, 9.2
CCCCSP1(=S)NCCCN1
  6.0, -3.7
Cc1ccc(C(=O)Nc2ccc(-n3ccnc3P(=O)(O)c3ccccc3)cc2)cc1
  -6.9, 13.3
O=C(COc1ccc(S(=O)(=O)N2CCCCC2)cc1)N1CCN(Cc2ccccc2)CC1
  7.4, 2.2
OC12CCCCC1C(c1ccccc1)NCC2 (configuration not stated)
  0.6, 14.0
COc1ccc(-n2c(SC)nc3ccccc3c2=O)cc1
  -5.6, 5.9
Cc1ccnc(-n2c(C)nc3ccccc3c2=O)c1
  -6.0, 1.5
CC1(C)C(c2ccccc2)=NC(c2cccnc2)N1O (configuration not stated)
  3.3, 1.6

The list continues.
Every second line gives: PglD DTNB, Statin myotox sup
CC1(C)CC(=O)C(C=NCCN2CCN(C(=O)Cc3ccc(Cl)cc3)CC2)=C(O)C1
  1.4, 1.4
CCCCn1c(O)c(C(CC)=Nc2cccc(C(=O)O)c2)c(=O)[nH]c1=O
  0.8, -0.5
Cn1c(C(=O)N2CCC3(CC2)OCCO3)cc2c(=O)n(C)c3ccccc3c21
  -0.8, -6.4
N=C1c2ccccc2CN1NC(=O)c1ccc(Cl)cc1
  1.7, 2.5
Cc1ccc(CN2CC3CC(C2)c2cccc(=O)n2C3)cc1 (configuration not stated)
  -3.4, 9.7
CC(C)(C)n1c(O)c(C=Nc2ccc3c(c2)CCC3)c(=O)[nH]c1=O
  1.7, -8.4
Cn1cccc1CNCCc1ccccc1F
  -2.5, -4.2
O=c1[nH]c(=O)n(CCc2ccc(F)cc2)c(O)c1C=NCCCn1ccnc1
  -4.0, 7.4
CN(C)CC1CSCCC1(O)c1ccccc1 (configuration not stated)
  2.1, 9.1
CC(=O)Nc1cc(C(=O)N2CCC3(CC2)OCCO3)ccc1Sc1ccc(C)cc1
  2.6, 12.7
CCOC(=O)N1CCN(C(C)C(=O)c2c[nH]c3ccccc23)CC1 (configuration not stated)
  -3.4, 7.5
CC1(C)CC(=O)C=C(NCCN2CCN(C(=O)Cc3ccc(Cl)cc3)CC2)C1
  -8.0, 2.1
OCCN(CC#CC(O)(c1ccccc1)C1CCCC1)CCO (configuration not stated)
  2.2, -10.4
COc1ccccc1N1CCN(C(CNC(=O)Oc2ccccc2)c2cccnc2)CC1 (configuration not stated)
  -6.6, 7.4
COc1cccc(-n2c(O)c(C=NCCN3CCOCC3)c(=O)[nH]c2=O)c1
  -0.3, 2.7

Continuation.
Every second line gives: PglD DTNB, Statin myotox sup
CC[n+]1c(/C=C/N(C)c2ccccc2)sc2ccc(Cl)cc21
  -2.8, -277.3
CCC(C)C12CN3CCN(CC(C)(C3)C1=O)C2 (configuration not stated)
  3.7, 2.3
CCCN1CC(C)C(OC(C)=O)(c2ccccc2)CC1C (configuration not stated)
  4.6, -15.7
Cn1nc(N)c2c1N=P(N1CCOCC1)(N1CCOCC1)N=C2c1ccccc1
  -1.6, 2.6
Cc1cc(N2C(=O)C3CCCN3C2c2ccccc2)no1 (configuration not stated)
  -5.0, 4.9
Cc1ccc(-c2nc3ccccc3c(=O)n2-n2cccc2)cc1
  1.3, 13.1
CCC(=NCCCN1CCOCC1)c1c(O)n(Cc2ccccc2)c(=O)[nH]c1=O
  1.3, 3.8
Cc1cccc(CN(C)C)c1OC(=O)N(C)C
  5.1, -4.2
CN1CC(C(=O)c2ccccc2)C(C(=O)c2ccccc2)C1 (configuration not stated)
  5.6, -13.3
CCC(=O)CC(c1ccc([N+](=O)[O-])cc1)c1c(O)c2ccccc2oc1=O (configuration not stated)
  2.0, 10.8
Cc1ccc(C(=O)C2CN3CCC2CC3)cc1 (configuration not stated)
  3.6, -6.2
CCOC(=O)c1c(/N=C/c2c(O)n(-c3ccccc3F)c(=S)[nH]c2=O)sc2c1CCCC2
  -3.8, 13.4
CCCS(=O)(=O)N1CCCC(C(=O)N2CCC3(CC2)OCCO3)C1 (configuration not stated)
  8.0, -6.0
Nc1c(C(=O)OCc2ccccc2)c2nc3ccccc3nc2n1Cc1cccs1
  2.8, 29.1
CCOP(=O)(OCC)C(c1ccccc1)N(C)C=O (configuration not stated)
  -5.2, 5.7

Additional compounds.
Every second line gives: PglD DTNB, Statin myotox sup
COCCCn1c(N)c(C(=O)Nc2sc3c(c2C(=O)OC)CCCC3)c2nc3ccccc3nc21
  -3.1, -5.3
CCCCn1c(O)c(C(C)=NCCN2CCOCC2)c(=O)[nH]c1=O
  -1.7, -7.8
CCC1=C(C)C(N2CCOCC2)=NP(N2CCOCC2)(N2CCOCC2)=N1
  1.0, 1.2
Cc1cc(C)cc(N2C(=O)NC(=O)/C(=C\c3cccn3-c3ccc(Cl)cc3)C2=O)c1
  -5.7, 30.9
CC(=O)O[C@H]1CC[C@@]2(C)C(=CC[C@@H]3[C@@H]2CC[C@]2(C)C(=O)CC[C@@H]32)C1
  -9.6, 8.9
COCCCNC(=O)c1c(NC(=O)c2ccccc2Cl)n(Cc2ccccc2)c2nc3ccccc3nc12
  -6.3, -2.8
CCn1c(C)c(C(=O)O)c2cc(OC)ccc21
  0.5, 19.1
CN(CCCCC(=O)/C=N/O)Cc1ccccc1 (tested in a mixture with another compound)
  0.1, 2.7
COc1ccc(CCn2c(O)c(C=NCc3cccnc3)c(=O)[nH]c2=O)cc1OC
  0.5, 7.7
Nc1c(C(=O)NCCN2CCOCC2)c2nc3ccccc3nc2n1Cc1ccco1
  -4.6, 64.9
CCOC(=O)c1c(N)n(CCN2CCOCC2)c2nc3ccccc3nc12
  5.1, -4.4
CC[C@H](C)/C=C(C)/C=C/C1=CC2=C(Cl)C(=O)[C@](C)(OC(C)=O)C(=O)C2=CO1
  -2.3, -3.7
CCOC(=O)c1ccc(N2C(=O)CC(N3CC=C(c4ccc(F)cc4)CC3)C2=O)cc1 (configuration not stated)
  2.9, 1.3
CCOc1ccccc1-n1c(O)c(C=Nc2c(C)n(C)n(-c3ccccc3)c2=O)c(=O)[nH]c1=O
  -3.2, 1.7
Cc1cc(OC(=O)CCNC(=O)OC(C)(C)C)c2c3c(c(=O)oc2c1)CCC3
  5.3, -19.9

A second format for some results above:
> COc1ccc(CCn2c(O)c(C=NCc3cccnc3)c(=O)[nH]c2=O)cc1OC
  PglD DTNB: 0.5
  Statin myotox sup: 7.7

> CCCCn1c(O)c(C(C)=NCCN2CCOCC2)c(=O)[nH]c1=O
  PglD DTNB: -1.7
  Statin myotox sup: -7.8

> COCCCNC(=O)c1c(NC(=O)c2ccccc2Cl)n(Cc2ccccc2)c2nc3ccccc3nc12
  PglD DTNB: -6.3
  Statin myotox sup: -2.8

> CCOc1ccccc1-n1c(O)c(C=Nc2c(C)n(C)n(-c3ccccc3)c2=O)c(=O)[nH]c1=O
  PglD DTNB: -3.2
  Statin myotox sup: 1.7

Later entries
Every second line gives: PglD DTNB, Statin myotox sup
O=C(c1ccco1)c1cn(Cc2ccc(Cl)cc2)c2ccccc12
  -1.4, 45.9
CC(=O)O[C@]1(c2ccccc2)CCN(C)[C@H]2CCCC[C@@H]21
  6.9, 2.1
Cc1cccn2c(=O)c3cc(C(=O)N4CCC5(CC4)OCCO5)n(C)c3nc12
  -2.4, -48.0
O=c1[nH]c(=O)n(-c2cccc(Cl)c2)c(O)c1C=NCCCN1CCOCC1
  -4.7, 5.4
CCCCn1c(O)c(C(CC)=NCc2cccnc2)c(=O)[nH]c1=O
  -2.1, -28.7
O=C(O)c1ccc2c(c1)C1C(Cl)C(Sc3ccccc3[N+](=O)[O-])CC1C(c1cccc([N+](=O)[O-])c1)N2 (configuration not stated)
  -2.3, 3.4
O=C(Nc1ccc(F)cc1F)c1cccnc1Oc1cccc(C(F)(F)F)c1
  1.2, -12.2
Cn1c(=O)n(CC(=O)N2CCC3(CC2)OCCO3)c(=O)c2ccccc21
  1.7, -10.4
Cc1cc(/C=C2\C(=O)NC(=O)N(C)C2=O)c(C)n1-c1ccc2c(c1)OCO2
  -3.5, 23.3
COc1ccc(OCC(=O)N2CCN(C(C)C)CC2)cc1
  1.6, -0.3
O=C(C1CCN(S(=O)(=O)N2CCOCC2)CC1)N1CCC2(CC1)OCCO2
  -3.7, -11.7
CC1=C(C(=O)OC(C)C)[C@]2(C(=O)N(CC(N)=O)c3ccccc32)C(C#N)=C(N)O1
  -1.9, -7.5
Cn1ncnc2c(=O)n(C)c(=O)nc1-2
  -9.6, -267.6
CC1(C)C(c2ccccc2)=NC(c2cccnc2)=[N+]1[O-]
  5.3, 9.4
CCOc1ccccc1-n1c(O)c(C=Nc2ccc(N(CC)CC)cc2)c(=O)[nH]c1=O
  -14.3, -17.8

Additional results.
Every second line gives: PglD DTNB, Statin myotox sup
Cc1nc2cc(-c3ccccc3)nn2c(C)c1CCC(=O)N1CCC2(CC1)OCCO2
  3.5, 2.6
COc1cccc(N2C(=O)CC(=O)NC2=O)c1
  -1.7, 5.5
C=CCn1c(O)c(C(C)=NCCN2CCCCC2)c(=O)[nH]c1=O
  7.7, 3.2
Cc1ccc2c(c1)CC1(CN2C)C(=O)NC(=O)N(C(C)C)C1=O (configuration not stated)
  0.9, 0.0
CCCCOC(=O)C1=C(N)OC2=C(C(=O)CC(C)(C)C2)[C@]12C(=O)N(C)c1ccccc12
  -4.3, 11.1

Some of the compounds tested; the hit share may differ from the screen's.
